KB-V1 cytotox: KB-V1 MDR subline cytotoxicity | KB-V1 MDR cells viability, CellTiter-Glo, 72 h | 400,000 compounds, 3.4% hits | AID 1347076 | Potency, µM (doses to about 46.1 µM), for the others: at the highest dose activity change, negative = cytotoxicity, actives largely listed as cytotoxic; note: % is set by controls: 0 for no effect and ±100 for the full control effect; nearly all actives have a fitted effect of over 60% in size
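Cytotoxicity toward P-gp-expressing KB-V1 cells was determined as loss of CellTiter-Glo luminescence after 72 h at 37 degrees C. Compounds were tested in quantitative HTS format across a concentration range, with curves fitted to normalized data.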
HT1080NT lethal: kills 2HG-producing HT-1080-NT fibrosarcoma cells | HT-1080-NT fibrosarcoma viability, CellTiter-Glo ATP luminescence, 48 h | Potency, µM (highest dose often 46.1 µM), for the others: at the top dose activity, negative = less viability, most hits filed as cytotoxic | 360,000 compounds, 1.6% hits;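 note: NT is the 2HG producing partner of a matched IDH1 knockdown line; 0% = DMSO-treated cells and -100% = media-only wells without cells; nearly all actives have a fitted effect of over 55% in size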
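750 cells/well, RPMI + 5% FBS; 2 h settle, compound pin-transfer, 48 h at 37 degrees C. CellTiter-Glo 10 min RT, luminescence. Normalized to DMSO and media-only wells.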
HEK293 tox: cytotoxic in the GLP-1 receptor inverse agonist counter-screen; 410,000 compounds, 0.13% hits; HEK293 cAMP-luciferase reporter cells, luminescence, 24 h; AID 624418; Potency, µM (highest dose often 38.3 µM), without a hit: top-dose activity change, negative = inhibition, actives largely listed as inhibitors;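 note: loss of luciferase light is scored as toxicity; % is set by controls: 0 for no effect and ±100 for the full control effect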
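Here, cytotoxicity is scored as loss of luminescence. The MLSMR collection was tested on cells seeded in medium containing 10% Nu serum, with a 24 hr compound exposure preceded by 12 hours of culture.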
TDP-43 yeast inh: inhibitors of TDP-43 toxicity in yeast. 410,000 compounds, 1.8% hits. TDP-43 expressing yeast growth rescue, BacTiter-Glo, 24 h. Potency, µM (doses to about 46.1 µM), inactives show at the highest dose growth rescue (activation), actives largely listed as activators. AID 652104; note: % of control where 0% means no effect; nearly all actives have a fitted effect of over 50% in size
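Luminescence from BacTiter-Glo reports growth of TDP-43-expressing yeast after 24 hr at 30 deg C with compound. Cells were raffinose-pregrown to mid-log, then seeded in galactose medium at OD600=0.02.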
HT1080 IDH1KD tx: toxicity to HT-1080 IDH1 knockdown cells (counter line). HT-1080 IDH1 knockdown viability, ATP luminescence, 48 h. Potency, µM (titrated, usually from 46.1 µM), for the others: top-dose activity, negative = toxicity, actives largely listed as cytotoxic. 360,000 compounds, 2% hits;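 note: 0% = DMSO wells and -100% = cell-free medium wells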
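In this qHTS, HT-1080 cells depleted of IDH1 are exposed for 48 h at 37 °C to compound titrations. Toxicity is scored from CellTiter-Glo luminescence, with DMSO as full viability and medium alone as none.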
SW480 rerep: inducers of DNA re-replication in SW480 colon cancer cells | AID 624297 | 340,000 compounds, 1.8% hits | Potency, µM (series often up to 46.1 µM), inactives show at the highest dose re-replication activation, usual class: activators | SW480 DNA re-replication, Hoechst DNA content imaging, 48 h; note: % of control where 0% means no effect; nearly all actives have a fitted effect of over 55% in size
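250 cells/well; 23 nL cpd via pin tool; 48 hr, 37 C, 5% CO2; Hoechst 40 min; imager read of total nuclear intensity, ex 405/em 500-530 nm.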
GLP1R inv ag: GLP-1 receptor (human) inverse agonism; HEK293 GLP-1R CRE-luciferase, luminescence, 24 h; GLP-1R form is constitutively active; 410,000 compounds, 1.6% hits; Potency, µM (titrated, usually from 38.3 µM), for inactives: top-dose activity change, negative = inhibition, most hits filed as inhibitors; P43220; AID 624417; note: % is set by controls: 0 for no effect and ±100 for the full control effect; nearly all actives have a fitted effect of over 55% in size
Target sequence (P43220 whole entry, looked up): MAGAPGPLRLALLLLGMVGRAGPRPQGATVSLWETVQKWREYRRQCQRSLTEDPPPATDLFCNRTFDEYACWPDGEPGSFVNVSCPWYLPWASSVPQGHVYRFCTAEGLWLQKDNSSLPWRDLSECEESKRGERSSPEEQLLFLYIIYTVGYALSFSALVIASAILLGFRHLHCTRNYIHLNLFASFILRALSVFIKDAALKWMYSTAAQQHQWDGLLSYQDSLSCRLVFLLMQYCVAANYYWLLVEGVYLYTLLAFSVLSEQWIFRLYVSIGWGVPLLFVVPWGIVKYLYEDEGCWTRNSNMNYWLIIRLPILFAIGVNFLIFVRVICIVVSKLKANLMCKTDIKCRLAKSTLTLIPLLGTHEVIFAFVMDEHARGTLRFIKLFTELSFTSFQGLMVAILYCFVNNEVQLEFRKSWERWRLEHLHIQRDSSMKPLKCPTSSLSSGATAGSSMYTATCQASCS
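Cells are plated, allowed 12 hours at 37 deg C, then treated with compounds for 24 hr before luciferase detection reagent is added and luminescence is read after 12 min at room temperature. The HEK293 line carries constitutively active GLP-1R with a cAMP-responsive reporter.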
KB-3-1 tox: KB-3-1 parental cell cytotoxicity. KB-3-1 viability, CellTiter-Glo ATP luminescence, 72 h. Potency, µM (top dose mostly 46.1 µM), without a hit: at the top dose activity change, negative = cytotoxic, hits mostly cytotoxic. 400,000 compounds, 1.4% hits; note: % is set by controls: 0 for no effect and ±100 for the full control effect; nearly all actives have a fitted effect of over 60% in size
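Cells are dispensed, compounds pinned in, plates held at 37 °C for 72 h, then CellTiter-Glo is added and luminescence read after 10 minutes. Cell line: parental KB-3-1 in phenol-red-free DMEM, 10% FBS.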
GLP1R ag: GLP-1 receptor (human) agonism; Potency, µM (titrated, usually from 45.6 µM), inactives show at the top dose activation, usual class: activators; AID 624172; HEK293 GLP-1R CRE-luciferase, luminescence, 4-6 h; cells express a hypersensitive GLP-1R form; 380,000 compounds, 0.007% hits; P43220; note: % of control where 0% means no effect
* marks the source's active call; other numbers are inactive results; ? = inconclusive; . = no result given; [ ] = remark or other dose. Calls come from the whole dose curve; as a rule, active = well fitted curve in the direction sought with a large enough effect; inconclusive = small, poorly fitted or top-dose-only effect, or another doubt; inactive = no such curve, though single readings can be large; an effect the other way counts as inactive or inconclusive. Potency is the fitted concentration of half-maximal effect. Not a hit list, and some 9.4% of all compounds hit somewhere here.

nr | SMILES | SW480 rerep | GLP1R inv ag | TDP-43 yeast inh | HEK293 tox | KB-3-1 tox | GLP1R ag | HT1080NT lethal | HT1080 IDH1KD tx | KB-V1 cytotox
1 | Cc1ccc(-n2ncc3c(=O)n(CC(=O)N(C)C)cnc32)cc1C | 0% | 9% | 7% | -3% | -7% | -12% | 4% | 5% | -7%
2 | CCOC(=O)C1(C)CCCN(C(=O)Cc2ccc3ccccc3c2)C1 (stereo not given) | . | -21% | -14% | 4% | -1% | -4% | -8% | -16% | -15%
3 | CCC(=O)NCCC(c1ccco1)c1ccccc1OC (stereo not given) | -4% | 11% | 2% | -9% | -5% | -11% | 0% | 1% | -8%
4 | Cc1nn(Cc2ccccc2Cl)c(C)c1NC(=O)c1cc(-c2ccc(F)cc2)on1 | -4% | 0% | -9% | -4% | 6% | -3% | 7% | -2% | -12%
5 | O=C(NCCc1ccc(Cl)cc1)c1n[nH]c2ccccc12 | ? | ? | 5% | -14% | -6% | 0% | -8% | -13% | -18%
6 | Cc1ccccc1NC1=C/C(=N\S(=O)(=O)c2ccc(C(=O)O)cc2)c2ccccc2C1=O | ? | 8.9µM* | ? | ? | ? | -2% | 23µM* | 23µM* | ?
7 | CC(C)(C)OC(=O)N1CCCC(C(=O)Nc2cccc(C(=O)N3CCOCC3)c2)C1 (stereo not given) | 0%[9.22 µM] | 3% | 4% | -8% | 2% | 1% | 9% | 9% | -2%
8 | CCN(CC)Cc1c(O)ccc2c(=O)c(-c3ccccc3Cl)coc12 | ? | -10% | -7% | 4% | -1% | -4% | 2% | 22% | -12%
9 | CN(C(=O)c1cccc(NC(=O)Cc2ccc(NC(=O)C3CCCN(C(=O)C4CC4)C3)cc2)c1)C1CCCCC1 (stereo not given) | 2.6µM* | 20% | 12% | 3% | 3% | 3% | 11% | 8% | 11%
10 | O=C(NCc1nnc(SCC(=O)N2CCOCC2)o1)c1ccccc1F | 3% | 14% | 6% | 5% | 16% | -6% | 3% | 1% | 12%
11 | COc1ccc(OCC(=O)N2CCN(c3nnc(-c4ccc(C)cc4)c4ccccc34)CC2)cc1 | -6% | ? | 22µM* | 10% | ? | -2% | ? | ? | 5.2µM*
12 | Cc1ccc2[nH]c(=O)c(CN(CCN3CCOCC3)C(=O)Nc3ccc(F)cc3)cc2c1 | -4% | 0% | 7% | ? | 4% | 0% | 2% | 2% | 17%
13 | OCCC1CN(Cc2cccn2-c2cccnc2)CCN1C1CCCCC1 (stereo not given) | -11% | 7% | -8% | . | 3% | 6% | 6% | 2% | 7%
14 | COc1ccc(OC)c(NC(=O)COC(=O)/C=C/c2ccccc2Cl)c1 | 0% | 19% | 18% | 23% | -4% | 20% | 7% | 9% | -1%
15 | COC(=O)[C@@]1(Cc2ccccc2)[C@H]2C(=O)N(Cc3ccccc3)C(=O)[C@H]2[C@H]2CN=C(SCc3ccccc3)N21 | 17%[9.22 µM] | ? | 15% | 14% | -13% | -1% | 0% | -9% | -1%
16 | COc1cc(OC)c(NC(=O)c2c(C)nn(-c3ccc(C)cc3)c2-n2cccc2)cc1Cl | . | -6% | -13% | 0% | 23µM* | -3% | . | . | ?
17 | COc1ccc(C2=Nn3c(nnc3-c3ccco3)SC2)cc1OC | -28% | 150%[activator] | 2% | 5% | -10% | ? | -22% | -13% | ?
18 | CC(Oc1ccc(Cl)cc1Cl)c1nc(-c2ccc(NC(=O)c3ccccn3)cc2)no1 (stereo not given) | -3% | 0% | -13% | -10% | -19% | -16% | 0%[9.24 µM] | -5% | 0%
19 | COc1cc(S(=O)(=O)N2CCOCC2)c(OC)c(S(=O)(=O)N2CCOCC2)c1 | 7% | 8% | -14% | -7% | 2% | 0% | ? | 2%[9.24 µM] | -5%
20 | Cc1ccc(S(=O)(=O)NCC(=O)N(CC(=O)NCc2ccco2)C2CCCC2)cc1 | -4% | -1% | -2% | 0% | -14% | -1% | 6% | 12% | -16%
21 | c1ccc(Cn2c(SCc3cn4cccnc4n3)nnc2-c2ccco2)cc1 | ? | 0% | 12% | -14% | 1% | 4% | -2% | -6% | -30%
22 | Cc1cc(C)n2nc(S(=O)(=O)NC3CCCCC3)nc2n1 | 0% | -6% | 0% | -9% | -6% | 0% | 17% | 4% | 0%
23 | O=C(Cc1ccc(-n2cnnn2)cc1)NC12CC3CC(CC(C3)C1)C2 | -1%[9.22 µM] | 15% | 26% | -5% | 1% | 4% | -17% | -2% | -2%
24 | O=C1Nc2ccccc2N(O)N1c1ccc(Cl)cc1 | -2% | 9% | 2% | 13% | -6% | 2% | 0% | 9% | 2%
25 | O=S(=O)(c1ccc(OCC(O)CN2CCN(c3ccccc3O)CC2)cc1)N1CCOCC1 (stereo not given) | 0% | 0% | -18% | 16% | -10% | -5% | 2% | -6% | ?
26 | CSc1ccc(CCNC(=O)CCc2c(C)nc3c(c(C)nn3-c3ccc(C)c(C)c3)c2C)cc1 | . | 1% | 3% | 4% | -1% | 0% | . | . | 18%
27 | CCOc1ccccc1Oc1c(C)oc2c(CN3CCN(C)CC3)c(O)ccc2c1=O | -2% | 2% | -14% | -1% | 4% | -13% | 14% | 3% | -36%
28 | O=C(COC(=O)c1cc(=O)[nH]c2ccccc12)Nc1nccs1 | -27% | 22% | 13% | -5% | 0% | 1% | 14% | 4% | 0%
29 | CC1(C)Cc2c(C#N)c(SCc3nc4ccccc4[nH]3)nc(N3CCOCC3)c2CO1 | 13µM* | -1% | 3% | 268%[activator] | -9% | 3% | -16% | -19% | 9.2µM*
30 | C/C(=N\NC(=O)CNC(=O)C(c1ccccc1)c1ccccc1)c1ccccc1 | -5% | 3% | -6% | -11% | 1% | -1% | 1% | 8% | 27%

Arranged by length of the SMILES (largest number first): part of the list above
nr | SMILES | SW480 rerep | GLP1R inv ag | TDP-43 yeast inh | HEK293 tox | KB-3-1 tox | GLP1R ag | HT1080NT lethal | HT1080 IDH1KD tx | KB-V1 cytotox
15 | COC(=O)[C@@]1(Cc2ccccc2)[C@H]2C(=O)N(Cc3ccccc3)C(=O)[C@H]2[C@H]2CN=C(SCc3ccccc3)N21 | 17%[9.22 µM] | ? | 15% | 14% | -13% | -1% | 0% | -9% | -1%
9 | CN(C(=O)c1cccc(NC(=O)Cc2ccc(NC(=O)C3CCCN(C(=O)C4CC4)C3)cc2)c1)C1CCCCC1 (stereo not given) | 2.6µM* | 20% | 12% | 3% | 3% | 3% | 11% | 8% | 11%
16 | COc1cc(OC)c(NC(=O)c2c(C)nn(-c3ccc(C)cc3)c2-n2cccc2)cc1Cl | . | -6% | -13% | 0% | 23µM* | -3% | . | . | ?
25 | O=S(=O)(c1ccc(OCC(O)CN2CCN(c3ccccc3O)CC2)cc1)N1CCOCC1 (stereo not given) | 0% | 0% | -18% | 16% | -10% | -5% | 2% | -6% | ?
19 | COc1cc(S(=O)(=O)N2CCOCC2)c(OC)c(S(=O)(=O)N2CCOCC2)c1 | 7% | 8% | -14% | -7% | 2% | 0% | ? | 2%[9.24 µM] | -5%
23 | O=C(Cc1ccc(-n2cnnn2)cc1)NC12CC3CC(CC(C3)C1)C2 | -1%[9.22 µM] | 15% | 26% | -5% | 1% | 4% | -17% | -2% | -2%
8 | CCN(CC)Cc1c(O)ccc2c(=O)c(-c3ccccc3Cl)coc12 | ? | -10% | -7% | 4% | -1% | -4% | 2% | 22% | -12%
28 | O=C(COC(=O)c1cc(=O)[nH]c2ccccc12)Nc1nccs1 | -27% | 22% | 13% | -5% | 0% | 1% | 14% | 4% | 0%

(list continues)
nr | SMILES | SW480 rerep | GLP1R inv ag | TDP-43 yeast inh | HEK293 tox | KB-3-1 tox | GLP1R ag | HT1080NT lethal | HT1080 IDH1KD tx | KB-V1 cytotox
31 | O=S(=O)(Nc1cccc(F)c1)c1cccc2nsnc12 | -6% | 9% | 27% | 7% | -8% | -5% | 5% | 0% | -10%
32 | CCc1nn(CC(=O)NCCCN(C)Cc2ccccc2)c(=O)c2cc3sc(C)cc3n12 | -2% | ? | -8% | -18% | -4% | -1% | ? | ? | -4%
33 | COc1cc(OC)nc(Nc2nc(CN)cs2)n1 | . | 21% | 6% | 1% | 0% | 13% | ? | 5% | 4%
34 | CC1(C)OC(=O)C2=C(C[C@@H](CCOCc3ccccc3)O[C@@H]2c2ccc(F)cc2)O1 | . | -21% | 1% | 4% | -7% | -2% | -10% | -9% | -5%
35 | COc1ccc(N=c2cc(-c3ccc(OC)cc3)oc3ccccc23)cc1 | ? | ? | 19% | ? | -25% | 1% | -16% | ? | ?
36 | CC(C)c1ccc(OCC(=O)NNC(=S)NC(=O)c2cccs2)c(Br)c1 | -14% | 22% | ? | 18% | ? | -13% | 6% | 10% | ?
37 | Cc1cc(C2=NNC(=NCc3ccccc3)SC2)c(C)n1-c1c(C)n(C)n(-c2ccccc2)c1=O | 0% | 1% | 10% | -2% | 16% | 0% | -12% | -7% | 1%
38 | N#Cc1nc(NCC(F)F)nc(Nc2cc(F)cc(F)c2)n1 | 0% | . | . | . | ? | -4% | . | . | ?
39 | CCOc1ccccc1NC(=S)Nc1ccccc1F | -2% | -21% | 22% | -6% | 11% | -8% | 15% | 14% | 13%
40 | CC1CCCN(c2sc(S(C)(=O)=O)nc2S(=O)(=O)c2ccc(Cl)cc2)C1 (stereo not given) | 25% | ? | -7% | -1% | -20% | -3% | -2% | -8% | ?
41 | O=[N+]([O-])c1ccc2[nH]c(O)c(N=NC3CS(=O)(=O)CC3O)c2c1 (stereo not given) | -1% | -2% | 9% | 3% | 14% | -3% | -4% | -1% | 2%
42 | CCNC(=O)c1c(C)oc2ncn(C)c(=O)c12 | . | ? | 9% | 1% | 3% | . | . | . | -4%
43 | CNc1nc(-c2ccccc2)cc(-c2ccccc2)n1 | 0% | ? | ? | -4% | -2% | -2% | 8% | 6% | 5%
44 | CCCCCNCc1cccc(Br)c1 | 0% | 9% | -16% | -10% | -7% | 1% | 1% | -25% | 10%

Screening data from PubChem.
